Compound activity: PubChem, several laboratories
iPSC survival up: enhancers of human iPSC single-cell survival; hit rate 0.044% among 360,000; hiPSC single-cell survival, ATPlite luminescence; 100% = ROCK inhibitor wells, 0% = DMSO; survival enhancement, % at 20 µM; AID 602274; in the data active means survival enhancement above about 18%;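 further: cells exposed to compounds for 16 hours before the ATP read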
MC4R antagonist: human MC4R antagonism in cAMP assay | P32245 | MC4R-expressing cells, MTII-stimulated cAMP, LANCE TR-FRET | inhibition, % at 6.5 µM | hit rate 0.48% among 360,000;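 active means inhibition above its plate's cutoff, the mean of tested wells on that plate plus 3 SD, cut at about 29% in these data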;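 further: 0% = Melanotan II alone and 100% = Melanotan II plus saturating MCL0020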
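Material: human MC4R-expressing U2OS cells. Probe or stimulus: Melanotan II challenge. Dosing: 6.5 µM single dose. Times: 30-min compound, 1-h challenge, 1-h detection, room temperature. Technique: TR-FRET with Eu-cAMP and labeled anti-cAMP, 671 nm. Replication: singlicate.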
ABCB6 inh 2: inhibitors of human ABC transporter ABCB6; K562-ABCB6 porphyrin accumulation, flow cytometry, 1 h; hits give low values; fluorescence ratio to DMSO, % at 10 µM; hit rate 0.19% among 360,000;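 active means fluorescence ratio to DMSO below 75%, the collection mean minus 3 SD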;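 further: signal is porphyrin accumulated inside mitochondria; 100% equals median channel fluorescence of DMSO control wells; lower ratio means ABCB6 inhibition with less porphyrin fluorescence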
Exocytosis inh: blocks lytic granule exocytosis; TALL-104 LAMP-1 surface exposure, flow cytometry; cells stimulated with thapsigargin and PMA; inhibition, % at 10 µM; hit rate 0.66% among 360,000; AID 651702;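 active means inhibition above about 55%, limit read from the data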
ABHD5 PLIN5 PPI: inhibitors of human ABHD5-perilipin-5 interaction; AID 602281; inhibition, % at 4 µM; hit rate 0.78% among 360,000; Split G. princeps luciferase complementation, luminescence, 4 h; Q00G26+Q8WTS1;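 active means inhibition above the mean inhibition across every tested compound plus 3 SD, cut at about 22% in these data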;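 further: 0% = DMSO only wells and the 100% control is not disclosed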
Target sequence (Q00G26 whole entry, looked up): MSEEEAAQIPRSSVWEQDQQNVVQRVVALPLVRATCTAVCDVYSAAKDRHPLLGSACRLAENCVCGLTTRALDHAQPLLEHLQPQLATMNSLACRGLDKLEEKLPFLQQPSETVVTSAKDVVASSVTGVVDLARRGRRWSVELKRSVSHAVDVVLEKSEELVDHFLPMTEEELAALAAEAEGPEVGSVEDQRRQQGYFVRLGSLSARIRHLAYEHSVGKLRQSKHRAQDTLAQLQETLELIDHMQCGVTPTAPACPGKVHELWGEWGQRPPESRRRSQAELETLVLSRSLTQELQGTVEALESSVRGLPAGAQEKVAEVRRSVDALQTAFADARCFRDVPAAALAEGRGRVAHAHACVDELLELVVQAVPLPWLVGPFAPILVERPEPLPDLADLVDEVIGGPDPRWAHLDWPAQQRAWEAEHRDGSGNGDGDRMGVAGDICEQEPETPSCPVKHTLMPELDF
Target sequence (Q8WTS1 whole entry, looked up): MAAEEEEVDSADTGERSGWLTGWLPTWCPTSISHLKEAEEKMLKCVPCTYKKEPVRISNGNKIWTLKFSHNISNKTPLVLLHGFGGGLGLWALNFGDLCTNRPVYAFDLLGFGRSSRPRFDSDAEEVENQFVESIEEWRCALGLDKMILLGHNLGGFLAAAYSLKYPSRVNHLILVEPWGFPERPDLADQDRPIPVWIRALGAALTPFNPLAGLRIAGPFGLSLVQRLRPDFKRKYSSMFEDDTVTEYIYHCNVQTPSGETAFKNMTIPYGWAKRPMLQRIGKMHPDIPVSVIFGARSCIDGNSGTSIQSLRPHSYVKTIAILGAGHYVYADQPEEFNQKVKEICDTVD
Glyco luc inh: blocks N-linked glycosylation in D54 reporter cells; reporter increase, % at 12.5 µM; hit rate 0.23% among 360,000; D54 ERlucT glycosylation luciferase reporter, 24 h; percent of 100 nM tunicamycin response; AID 588692;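 active means mean luciferase reporter signal, scaled so untreated is 0 and the glycosylation-blocking control 100, at or above a set limit in every replicate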;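 further: luciferase carries N-glycosylation sites so blocking glycosylation raises the light; 0% = median of neutral control wells and 100% = median of 100 nM tunicamycin wells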
aDG glyco act: alpha-DG glycosylation activation | Pro5-aDG cells, alpha-DG glycosylation AlphaScreen (IIH6); 0% Pro5, 100% B10-LARGE cell signal | activation, % at 10 µM | hit rate 0.22% among 360,000 | AID 624168;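 active means activation of at least 8% versus controls, or a plate z-score of at least 8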;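 further: Pro5 are CHO cells carrying HIG-tagged alpha-DG that lacks glycosylation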
H9c2 protect: modulators protecting cardiomyocytes from myocardial damage; H9c2 cardiomyocytes, H2O2 injury protection, ATPLite, 2 h; protection from H2O2 cell death, % at 20 µM; hit rate 0.63% among 360,000;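 active means compounds giving at least 50% protection of heart cells from peroxide-induced death in the single-dose screen, raw or plate-pattern-corrected value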;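 further: 0% = DMSO wells with peroxide and 100% = DMSO wells without peroxide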
MC4R ag barr: agonists of human melanocortin 4 receptor (MC4R) beta-arrestin. P32245. U2OS MC4R beta-arrestin complementation, luminescence; percent of melanotan II response, DMSO zero. hit rate 0.98% among 360,000. activation, % at 8.9 µM;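 active means activation above a per-plate cutoff, the mean activation of sample wells on that plate plus 3 SD, cut at about 8% in these data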
m5-HT2A agonist: activates the mouse 5-HT2A serotonin receptor; hit rate 0.66% among 360,000; activation, % at 7.6 µM; P35363; CHO-K1 mHTR2A beta-arrestin complementation, luminescence; percent of 30 µM serotonin response; AID 624169;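 active means activation above a run cutoff, the mean activation of all tested compounds plus 3 SD, cut at about 14% in these data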;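 further: 0% = plate median of compound wells and 100% = 30 µM serotonin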
An asterisk follows results filed as active; nt = not tested or not shown; & = joins results of further samples.

no.	structure	Exocytosis inh	ABHD5 PLIN5 PPI	m5-HT2A agonist	MC4R ag barr	ABCB6 inh 2	aDG glyco act	Glyco luc inh	iPSC survival up	MC4R antagonist	H9c2 protect
1	COC(=O)c1ccc(Cn2nnc3c(=O)[nH]c(C4CCCN(S(=O)(=O)c5cccc(Cl)c5)C4)nc32)cc1 (stereo not drawn)	16	-2	2	-1.8	97	-0.2	1	0.4	5	20
2	CCc1nnc(NC(=O)CSc2nnc3scc(-c4ccc(C)cc4)n23)s1	3	-4	-3	-1.1	102	-0.1	-1	-4.2	5	4
3	COc1ccccc1CCC(=O)NNC(=O)c1ccncc1	0	-6	6	-3.0	104	0.2	4	-0.3	2	-1
4	CCc1nccn1S(=O)(=O)c1cc(OC)ccc1OC	-3	1	3	-1.4	97	0.0	0	-0.2	9	-2
5	CS(=O)(=O)NCCSCc1c(F)cccc1Cl	-1	2	0	0.0	104	4.3	0	4.4	-3	1
6	O=[N+]([O-])c1ccc(N2CCCC2)cc1N1CCCC1	-2	16	6	1.0	81	-0.3	-2	-0.8	7	-16
7	Cc1c(OCC(=O)NCc2cccnc2)ccc2c3c(c(=O)oc12)CCC3	-1	2	-3	-1.0	97	-0.1	0	4.5	13	2
8	COc1cc(NC(=O)c2ccccc2Cl)c(OC)cc1NC(=O)CN1CCOCC1	-2	0	1	-1.4	119	-0.1	0	0.1	8	6
9	CN(C)C(=O)Oc1cccc([N+](C)(C)C)c1	1&-2	1&-1	-3&-5	-0.4&-0.9	101&101	0.1&0.0	3&4	-2.8&-2.2	6&6	2&4
10	O=C(CSc1nc2ccccc2c(=O)[nH]1)N1CCOCC1	-4	-4	-2	-1.0	100	-0.1	-3	2.3	-4	67*
11	O=C(NCC(c1ccc(F)cc1)N1CCOCC1)c1cccnc1Sc1ccc(Cl)cc1 (stereo not drawn)	3	-5	0	-4.5	104	0.1	-3	1.2	14	-9
12	Cc1c(Cl)c([N+](=O)[O-])nn1CC(=O)Nc1ccc2c(c1)OCO2	-2	-2	-3	-1.3	94	-0.1	-1	-3.0	10	3
13	CCOc1ccc2[nH]c(=O)c(CN(CCO)C(=O)CC)cc2c1	0	-5	-3	0.2	nt	0.0	2	0.9	3	6
14	CCC(C(=O)OC)n1cnc2c(cnn2-c2ccc(Cl)cc2)c1=O (stereo not drawn)	-3	-7	-6	0.4	103	0.6	0	3.5	0	13
15	COc1ccc(OC)c(C(=O)NC(CC(N)=O)c2ccc(N3CCCCCC3)c([N+](=O)[O-])c2)c1 (stereo not drawn)	-1	-5	0	0.3	92	-0.4	2	4.5	-6	-1
16	Cc1cc(C)cc(N(CCC#N)C(=O)COC(=O)C2CCN(c3ccc(C(F)(F)F)cn3)CC2)c1	3	5	5	2.6	99	0.9	-2	0.7	4	-4
17	Cc1[nH]nc2c1C(c1ccccc1F)NC2=O (stereo not drawn)	-2	-2	-3	-1.5	101	-0.1	-1	-2.4	3	-4
18	COc1ccc(OC)c(NC(=O)Nc2cc(C(=O)O)ccc2C)c1	-2	8	3	-1.4	101	-0.1	0	1.2	-3	-7
19	CCn1c(SCC(=O)NC(C)(C)C)nc(O)cc1=O	0	2	3	-0.7	99	-0.2	-1	-1.6	2	-1
20	Cn1c(=O)c(C(=O)NCc2ccc(F)cc2)c(O)c2ccccc21	-1	4	3	0.6	100	-0.1	2	-0.4	-11	1
21	CN(CC(=O)Nc1ccc(Cl)cc1)C(=O)c1ccc(-n2cncn2)c([N+](=O)[O-])c1	-1	-8	-5	-3.4	101	-0.4	3	-0.2	-1	-2
22	CCCCN1C[C@H](c2ccc(Br)cc2)[C@@H](CC(=O)Nc2ccc(Br)cc2)C1=O	-5	-1	5	-1.4	477	0.1	-2	6.8	8	11
23	CC1(C(=O)NCCC(F)(F)F)Cc2c(-c3cccc(C(F)(F)F)c3)ccnc2O1 (stereo not drawn)	3	-2	-1	-0.1	110	0.0	20	-2.1	-17	-1
24	COc1ccc(S(=O)(=O)N2CC(O)CC2C(=O)OCc2nc3sc(C)c(C)c3c(=O)[nH]2)cc1 (stereo not drawn)	1	5	-2	-0.1	107	-0.1	1	4.0	-7	79*
25	O=C(NNc1c(F)c(F)cc(F)c1F)c1ccco1	-5	-5	2	0.5	96	-0.2	2	-0.1	2	5
26	COc1ccccc1NC(=O)CCN1CCN(c2ccc(Cl)cc2)CC1	2	3	-4	0.2	98	-0.1	-3	-0.4	5	-8
27	COc1cccc(-c2cccc3c2NC(=O)C3(C)Cc2ccccc2F)c1 (stereo not drawn)	-4	1	10	-0.4	99	-0.1	1	4.2	1	-4
28	CCN(C(=O)c1cc(Cl)ccc1OC)c1ccccc1C	-2	-4	5	0.0	100	-0.2	-1	-2.5	7	6
29	NC(=O)c1c(/N=C/c2cccs2)sc2c1CCCC2	-6	2	-4	0.0	100	0.0	1	-0.8	-1	1
30	CN1C2CCC1CC(NC(=O)c1ccc(Cl)cc1)C2 (stereo not drawn)	-6	7	2	1.4	98	0.1	-1	-0.7	-1	3
31	CCOC(=O)c1ccc(NC(=O)c2nc[nH]c2C(=O)N[C@@H](C)CO)cc1	-6	-7	-1	-1.3	105	-0.1	1	6.0	2	23
32	CCOC(=O)C(C)/C(C)=N/NC(=O)CCC(=O)Nc1cc(C)ccc1C (stereo not drawn)	1	-1	1	0.5	100	0.4	0	7.7	13	0
33	CC(C)c1cc(O)c(-c2ccccc2)c(=O)n1-c1ccc(Cl)cc1	-4	7	-3	-0.3	97	-0.2	2	0.0	2	1
34	CCn1ncc(Br)c1C(=O)Nc1ccn(C23CC4CC(CC(C4)C2)C3)n1	-3	-2	1	-0.2	91	0.2	-3	-0.7	3	-6
35	COc1ccc(NC(=O)c2nc(C)c(C3(C)CC(c4ccccc4)=NO3)s2)cc1 (stereo not drawn)	-9	-1	-9	-0.6	99	0.0	18	-0.4	-7	-6
36	C[C@@H]1CN([C@@H](C)CO)C(=O)CCCn2nncc2CO[C@@H]1CN(C)S(=O)(=O)c1cccc(F)c1	0	4	3	-0.3	97	-0.2	0	0.2	3	5
37	Cc1ccc(-c2nc3cc(C)c(Br)c(C)n3c2Cc2ccccc2)cc1	-2	-5	-9	nt	99	-0.4	-5	-0.2	nt	-3
38	CC(C)C(=O)N1CCN(c2ccccc2NC(=O)c2ccc([N+](=O)[O-])o2)CC1	-5	-12	-1	0.4	99	0.2	8	0.0	16	10
39	O=C(NNC(=O)c1ccc(S(=O)(=O)N2CCCCC2)cc1)c1ccccc1	8	-3	0	0.7	97	0.0	0	-0.5	7	2
40	COc1ccc(NS(=O)(=O)c2ccc(F)c(F)c2F)cc1S(=O)(=O)N1CCOCC1	-6	2	-1	-2.0	99	4.6	-1	-0.4	6	10
41	Cc1cc2nc(-c3ccccc3)cc(=O)n2[nH]1	1	-6	0	0.4	96	0.0	-1	-0.4	5	-12
42	CCOC(=O)C1=C(C)N(C)C(=O)NC1c1c(OC)ccc2ccccc12 (stereo not drawn)	-3	2	5	0.4	100	0.0	-2	-0.5	12	6
43	CN1CCN(C(=O)c2cccc(NS(=O)(=O)c3ccc(Br)cc3)c2)CC1	0	-9	-2	-1.3	105	-0.1	-2	-0.4	5	4
44	COc1ccc(C(=O)NCCn2cc(SCC(=O)NCc3ccco3)c3ccccc32)cc1	0	-4	-1	-1.2	89	-0.2	-3	-3.7	1	-2
45	CN1CCN(CC(=O)Nc2ccc(Oc3ccccc3)cc2)CC1	3	13	-5	2.2	97	-0.5	-2	-0.7	5	6
46	CCN1C(=O)NC(c2ccc(Cl)cc2)C2=C1CCCC2=O (stereo not drawn)	6	-2	-7	-0.8	98	0.1	3	-0.5	5	5
47	NC(=O)N/N=C/c1ccc(-c2cccc(C(F)(F)F)c2)o1	-6	-5	4	-5.0	95	0.0	8	-0.6	0	1
48	CCCCC(=O)N1C/C=C\[C@H](c2ccc(OC)cc2)N(Cc2ccc(F)cc2)C(=O)[C@@H]1C	5	2	-1	-0.2	97	0.0	-2	-3.3	-2	0
49	CC(C)(C)C(=O)Nc1ccc(-c2cn3cccnc3n2)cc1	-4	2	-1	-2.0	101	0.0	-4	-0.6	11	-12
50	CCCCN(Cc1cc2ccccc2[nH]c1=O)S(=O)(=O)c1ccc(C)cc1	6	0	4	2.3	102	0.0	-5	-2.1	6	-25

New compounds follow
no.	structure	Exocytosis inh	ABHD5 PLIN5 PPI	m5-HT2A agonist	MC4R ag barr	ABCB6 inh 2	aDG glyco act	Glyco luc inh	iPSC survival up	MC4R antagonist	H9c2 protect
51	Cc1cc(NC(=O)CCCN2C(=O)c3cccc4cccc(c34)C2=O)no1	6	0	10	1.9	105	0.4	-1	-0.3	13	14
52	Cn1c(SCC(=O)NC(C)(C)C)nnc1-c1ccc(C(C)(C)C)cc1	1	1	0	-0.2	101	0.1	-1	0.8	13	-4
53	Cc1nc2sc(C(c3cccc(F)c3)N3CCCC(C)C3)c(O)n2n1 (stereo not drawn)	5	-2	-4	0.9	93	-0.2	2	7.5	8	-2
54	Cc1ccc2c(c1)C(=O)C(=O)N2Cc1ccc(F)cc1	-4	16	-4	-0.8	100	0.1	5	-3.9	-14	-2
55	Cc1cc(C)c(S(=O)(=O)N2CCCC2=O)c(C)c1	1	1	-1	0.2	100	-0.2	0	0.4	9	-4
56	O=S(=O)(c1ccc2oc3ccc(S(=O)(=O)N4CCCCC4)cc3c2c1)N1CCCCC1	5	-7	-4	-1.5	94	0.0	-4	-2.5	2	-1
57	COc1ccccc1NS(=O)(=O)c1cccc(C(=O)N/N=C/c2ccc(NC(C)=O)cc2)c1	2	-2	0	-1.7	94	-0.1	0	-0.5	13	7
58	CCc1nccn1CCC(=O)N1CCCC(Nc2ccc(C(C)C)cc2)C1 (stereo not drawn)	0	3	5	-2.4	100	-0.2	-1	-0.5	0	-3
59	O=C(Nc1ccc(F)c(F)c1)C1CCCN(S(=O)(=O)c2cccc3nonc23)C1 (stereo not drawn)	15	11	-1	-0.7	99	0.0	4	-0.3	-5	-11
60	CCCn1c2c(c(O)c(C(=O)NCc3ccccc3)c1=O)CCCC2	2	-6	-5	-0.1	153	0.1	-4	-1.3	-1	6
61	CCN(CC)C(=O)C1CCN(Cc2cn(C)nc2-c2ccc(Oc3ccccc3)cc2)CC1	-1	-2	-7	-2.0	105	0.8	-3	4.3	7	8
62	Cc1cnc(C(=O)NC2CC(C)(C)Cc3c2cnn3-c2ccccc2)cn1 (stereo not drawn)	4	-3	-1	-3.2	99	0.0	-5	-0.5	-3	0
63	CCC(=O)Nc1ccc(Cl)c(NC(=O)c2ccccc2OC)c1	-1	0	6	-0.8	91	0.2	1	-2.3	2	-2
64	Cc1cc(=O)oc(C)c1C(=O)Nc1cccc(F)c1	8	1	3	0.0	106	0.1	0	0.2	4	3
65	CC(=O)N(c1ccc(N(C(C)=O)S(=O)(=O)c2cccs2)cc1)S(=O)(=O)c1cccs1	-6	6	-6	-2.6	96	-0.1	-1	3.0	8	1
